High-throughput results as filed in PubChem BioAssay.
Shiga toxin inh = A qHTS for Small Molecule Inhibitors of Shiga Toxin; Vero cells, Shiga toxin protein synthesis inhibition reporter; inhibition, % at 38.7 µM; actives 9.2% (n = 290,000); AID 2315, 2010; in the data active means inhibition mostly above about 28%, no sharp cut-off; inactive means mostly below about 43%; further: 0% is about no effect
HCV inhibitor = qHTS Assay for Inhibitors of Hepatitis C Virus (HCV); Huh7.5.1 HCVcc-Cre infection, luciferase reporter, 44 h; Potency, µM (series often up to 41.8 µM), for the others: top-dose activity change, negative = inhibition, actives largely listed as inhibitors; actives 3.4% (n = 340,000); further: potency means the concentration at half of the fitted maximal effect; on the % scale 0 is the no-effect control and ±100 the full control effect
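After 44 h co-culture of compound, cells and HCVcc-Cre (~0.5 moi), substrate is added for 15 min at room temperature and luciferase measured over 15 sec. Cells were seeded at 1,000/well and pre-cultured 4 h.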
Pf growth 96h = Primary qHTS for delayed death inhibitors of the malarial parasite plastid, 96 hour incubation; P. falciparum luciferase reporter growth, 96 h; Potency, µM (top dose mostly 28.7 µM), inactives show at the top dose activity change, negative = inhibition, hits mostly inhibitors; actives 6.9% (n = 320,000); further: potency means the concentration at half of the fitted maximal effect; on the % scale 0 is the no-effect control and ±100 the full control effect
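P. falciparum expressing integrated firefly luciferase, in erythrocytes at 2% hematocrit, 0.05% parasitemia, incubated with compounds 96 h at 37 C, 5% CO2. Growth inhibition read as loss of luminescence; two-generation exposure targets delayed-death apicoplast inhibitors.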
FBPA Giardia inh = qHTS Assay for Inhibitors of Fructose-1,6-bisphosphate Aldolase from Giardia Lamblia. A8B2U2. purified Giardia FBPA. Potency, µM (highest dose often 59.6 µM), without a hit: at the highest dose activity, negative = inhibition, usual class: inhibitors. actives 0.71% (n = 290,000). AID 2451, 2010; further: potency means the concentration at half of the fitted maximal effect; on the % scale 0 is the no-effect control and ±100 the full control effect; nearly all actives have a fitted effect of over 55% in size
Target sequence (A8B2U2 whole entry, looked up): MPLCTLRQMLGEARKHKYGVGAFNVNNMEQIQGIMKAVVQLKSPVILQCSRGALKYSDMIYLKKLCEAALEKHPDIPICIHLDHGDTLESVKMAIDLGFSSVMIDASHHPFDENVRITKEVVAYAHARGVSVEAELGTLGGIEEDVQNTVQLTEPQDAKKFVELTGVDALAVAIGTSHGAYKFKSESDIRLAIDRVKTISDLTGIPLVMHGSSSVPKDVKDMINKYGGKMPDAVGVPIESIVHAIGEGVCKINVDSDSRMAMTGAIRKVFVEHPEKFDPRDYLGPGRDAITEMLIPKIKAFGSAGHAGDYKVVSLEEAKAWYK
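40 nM FBPA preincubated 10 min at RT with compound (up to 57.5 uM final), then substrate plus GAPDH/TPI/NAD/arsenate coupling and diaphorase/resazurin added. Fluorescence read after 20 min at RT, 525/598 nm.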
Cycloheximide cs = Cycloheximide Counterscreen for Small Molecule Inhibitors of Shiga Toxin | max response, % | actives 12% (n = 300,000) | cell reporter, cycloheximide protein synthesis inhibition counterscreen | AID 2314, 2010; in the data active means max response mostly above about 13%, no sharp cut-off; inactive means mostly below about 14%; further: read at 38.3 µM for the half of the compounds with a filed dose; 0% is about no effect
Pf growth 48h = Primary qHTS for delayed death inhibitors of the malarial parasite plastid, 48 hour incubation | P. falciparum luciferase growth in erythrocytes, 48 h | Potency, µM (series often up to 28.7 µM), inactives show at the top dose activity change, negative = inhibition, hits mostly inhibitors | actives 5.9% (n = 310,000) | AID 504832, 2011; further: potency means the concentration at half of the fitted maximal effect; on the % scale 0 is the no-effect control and ±100 the full control effect
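Erythrocytes infected with P. falciparum carrying an integrated firefly luciferase reporter (2% hematocrit, 0.1% parasitemia final) were exposed to compounds in RPMI 1640 with 0.5% Albumax at 37 C, 5% CO2. Growth inhibition was scored as reduced luminescence.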
Starred values were filed as active, the others as inactive; ? = inconclusive; nt = not tested or not shown; & = joins results of further samples; [ ] = dose if it differs, or a comment. Unless noted, the call rests on the fitted dose curve; in most records, active means well fitted curve in the direction sought with a large enough effect; inconclusive means small, poorly fitted or top-dose-only effect, or another doubt; inactive means no such curve, though single readings can be large; an effect the other way counts as inactive or inconclusive.

entry	structure	HCV inhibitor	Pf growth 96h	Pf growth 48h	FBPA Giardia inh	Shiga toxin inh	Cycloheximide cs
1	O=C(Nc1cccc(F)c1)C1CCN(c2nnnn2-c2ccccc2)CC1	-20%	45%[activator]	-20%	2%	-12	-3
2	CC(C(=O)N=Nc1c(O)n(C)c2ccc(Br)cc12)n1cnc2ccccc2c1=O (stereo not drawn)	nt	198%[activator]	7%	-3%	-6	2
3	CCCn1c(Oc2ccccc2)nc2c1c(=O)n(C)c(=O)n2C	8%	?	4%	6%	-8	-2
4	CCOCCOC(=O)C(C)Sc1n[nH]c(=O)[nH]c1=O (stereo not drawn)	-14%	?	10%	-16%	-16	-4
5	CC1(C)CC(=O)C2=C(C1)N(N1CCOCC1)C(N)=C(C#N)C2c1cccnc1 (stereo not drawn)	4%	nt	6%	-18%	-14	5
6	COC(=O)c1ccc(NC(=S)Nc2ccc(O)cc2)cc1	-28%	?	6%	0%	14	5
7	COCCNC(=O)c1c[nH]c2ccc(S(=O)(=O)N3CCC4(CC3)OCCO4)cc2c1=O	?	80%[activator]	9%	9%	-2	-2
8	CCn1nc(NC(=O)c2ccncc2)c2cc3ccc(C)cc3nc21	?	9%	8%	2%	1	-3
9	CCS(=O)(=O)c1ccc2oc(Nc3cc(C)cc(C)c3)nc2c1	-6%	?	?	-7%	-5	-3
10	O=C(C1CCC1)N1CCCc2cc(S(=O)(=O)N3CCN(c4ccccc4)CC3)ccc21	?	7%	-14%	4%	-14	-3

Another view of some results above.
#3 CCCn1c(Oc2ccccc2)nc2c1c(=O)n(C)c(=O)n2C
#9 CCS(=O)(=O)c1ccc2oc(Nc3cc(C)cc(C)c3)nc2c1

entry no.	3	9
HCV inhibitor	8%	-6%
Pf growth 96h	?	?
Pf growth 48h	4%	?
FBPA Giardia inh	6%	-7%
Shiga toxin inh	-8	-5
Cycloheximide cs	-2	-3

(more compounds)
entry	structure	HCV inhibitor	Pf growth 96h	Pf growth 48h	FBPA Giardia inh	Shiga toxin inh	Cycloheximide cs
11	CCN(Cc1ccccc1)C(=O)c1ccc(N(C)S(=O)(=O)c2ccc(C)cc2)cc1	-19%	?	15µM*	nt	nt	nt
12	O=C(NCCc1ccccc1)C1CCC(=O)N(CCCN2CCCC2=O)C1 (stereo not drawn)	5%	?	7%	16%	-8	-1
13	Cc1ccc(NS(=O)(=O)c2ccc(OCC(=O)N3CCOCC3)cc2)cc1	-16%	-28%	nt	8%	4	14
14	NC(=O)C1CC=CCC1C(=O)OCC(Cl)=C(Cl)Cl (stereo not drawn)	4%	166%[activator]	6%	-1%	-1	-1
15	COc1ccccc1CN(Cc1cc2cc(C)cc(C)c2[nH]c1=O)Cc1nnnn1CC1CCCO1 (stereo not drawn)	-21%	nt	?	0%	-10	-3
16	O=C(Nc1ccccc1Sc1ccccc1)c1ccccc1	0%	-10%	nt	1%	13	-1
17	C/C(=N\NC(=O)NC1CCCCC1)c1ccc(Cl)s1	3.2µM*	?	?	7%	5	-2
18	C=CCn1c(SCC(=O)Nc2ccc3c(c2)CCC3)nc2ccccc2c1=O	11%	?	3%	2%	-6	-4
19	CCC1C/C(=C/c2cccs2)C(=O)/C(=C/c2cccs2)C1 (stereo not drawn)	-19%	-19%	-1%	-4%	-3	-2
20	O=C(Nc1ccc(Cl)c(Cl)c1)c1csc(-c2ccccc2)n1	-8%	17%	3%	1%	-4	-2

A few values from the list.
cpd 12 in Pf growth 48h = 7%
cpd 13 in Shiga toxin inh = 4
cpd 15 in HCV inhibitor = -21%

(continued)
entry	structure	HCV inhibitor	Pf growth 96h	Pf growth 48h	FBPA Giardia inh	Shiga toxin inh	Cycloheximide cs
21	CC(C)C(NC(=O)c1ccccc1F)C(=O)OCC(=O)c1ccc(F)cc1 (stereo not drawn)	9%	51%[activator]	61%[activator]	-12%	94*	62*
22	COc1ccc2oc(=O)c(C(=O)NC(C)c3ccccc3)cc2c1 (stereo not drawn)	-29%	-7%	?	18%	54	18*
23	CN(C(=O)CSC1=NCCS1)c1ccccc1	10%	0%	nt	0%	-3	1
24	O=C(CN(Cc1ccccc1)S(=O)(=O)c1ccccc1)NC1CC1	-5%	-18%	-10%	0%	-1	-3
25	CC(C)(C)OC(=O)c1c(N)n(Cc2ccco2)c2nc3ccccc3nc12	?	?	nt	-1%	-8	-2
26	COc1cc(CNCCN(C)C)c(Br)cc1OC1CCCC1	?	?	?	-14%	-7	-1
27	CCOC(=O)c1c(C)c(C(=O)NCc2ccc(OC)cc2)c(C)n1C	-13%	?	?	3%	-7	-2
28	CCN(CC(=O)NCc1ccc(Cl)cc1)S(=O)(=O)c1ccc(F)cc1	-23%	-18%	nt	-3%	-3	8
29	COc1ccc(S(=O)(=O)N(CC(=O)NCCCN(C)C)c2ccc(C)cc2)cc1OC	13%	?	4%	3%	-16	-6
30	COc1ccc2cc(C=O)n(C)c2c1	4%	?	14%	nt	nt	nt
31	CC(C)N(C(=O)CSc1nc(COc2ccccc2)nc2ccccc12)C(C)C	?	21%	?	0%	-16	10
32	CCOC(=O)N1CCN(C(=O)CSCc2ccc(C)cc2)CC1	-1%	47%[activator]	6%	-2%	-2	-2
33	CCc1nnc(NC(=O)COC(=O)CN2C(=O)c3ccccc3C2=O)s1	9%	0%	8%	-5%	-13	-7
34	COc1cccc(CNC(=O)CCCn2nc(C)n3c(cc4sccc43)c2=O)c1	-4%	?	8%	nt	28	-11
35	Cc1cc(Cl)ccc1N1C(=O)CC(NNC(=O)c2cccnc2)C1=O (stereo not drawn)	23%	8%	17%	-4%	-2	-2
36	CC1=CC2=NC(=O)CC(C)(C(=O)N(CC(=O)NC3CCCC3)Cc3ccc(Cl)cc3)N2C=C1 (stereo not drawn)	0%	12%	22%	-4%	-7	-5
37	O=C(Cn1cnc2ccccc21)N/N=C/c1ccco1	26%	19%	-1%	-4%	16	8
38	O=C(Oc1ccc2c(-c3ccccc3)cc(=O)oc2c1)C1CCCCC1	14%	?	10%	3%	27	5
39	CCOC(=O)Cc1c(C)nc(SC)[nH]c1=O	-3%	117%[activator]	11%	0%	35	-1
40	CCOc1ccccc1/C=N/n1c(C)nc2ccccc2c1=O	12%	-1%	-6%	2%	-9	-8
41	C=CCSC1=N/C(=C\c2ccc3c(c2)OCO3)C(=O)S1	-12%	0.41µM*	-2%	1%	-1	-3
42	CC(C)(C)Sc1ccccc1S(=O)(=O)C(C)(C)C	-10%	11%	25%	6%	-5	1
43	CCOC(=O)c1ccccc1N=N/C(C(C)=O)=C(/C)O	14%	-3%	-8%	1%	-12	-3
44	Cc1cc(C)n2nc(SCC(=O)N(C)C3CCCCC3)nc2n1	22%	?	-16%	nt	nt	nt
45	CC(=O)NCCn1c(SCc2cccc([N+](=O)[O-])c2)nc2ccccc2c1=O	?	-3%	-15%	-2%	-13	-8
46	COc1ccc(C(=O)N/N=C/c2ccc(OC)c(COc3ccccc3)c2)cc1	?	?	10%	nt	10	11
47	CCNCCOC(c1ccccc1)c1ccccc1	0%	-10%	-27%	-3%	-4	-5
48	CCCn1nnnc1SCC(=O)NNC(=O)c1ccco1	7%	-20%	15%	2%	-6	1
49	COC(=O)Nc1ccc(OCC(=O)N2CCOCC2)cc1	-4%	-11%	-11%	4%	9	-1
50	CCN(CC)S(=O)(=O)c1ccc(NC2c3ccccc3C(=O)N2CCN2CCOCC2)cc1 (stereo not drawn)	13%&0%	?	-26%	3%	3	-2
51	C=CCn1c(CCC(=O)O)ccc1-c1ccc(OC)cc1	3%	-25%	-1%	11%	-2	0
52	O=C(CCC(=O)Nc1nnc(C2CCCCC2)s1)Nc1ccc(F)cc1	15%	21%	-1%	1%	8	11
53	N#C/C(C(=O)N1CCCCC1)=C1\Nc2ccccc2S1	-7%	-1%	74%[activator]	-24%	58*	37*
54	Oc1ccc(Br)cc1C1Nc2ccccc2S1 (stereo not drawn)	?	?	nt	1%	30	17
55	CCc1nnc(NC(=O)c2ccc(S(=O)(=O)N(CCOC)CCOC)cc2)s1	14%	?	nt	4%	-6	-3
56	Cn1c(=O)[nH]c(=O)c2c1nc(SCC(=O)O)n2CCc1ccccc1	7%	-7%	8%	-29%	-8	3
57	Cc1cccc(OCC(=O)N2CCN(S(C)(=O)=O)CC2)c1	-8%	21%	-11%	1%	0	-2
58	O=C(NC1CCSC1=O)C1CC(=O)N(c2ccc(F)cc2)C1 (stereo not drawn)	4%	24%	20%	4%	33	-2

Single records (already shown). Order of values: HCV inhibitor, Pf growth 96h, Pf growth 48h, FBPA Giardia inh, Shiga toxin inh, Cycloheximide cs
`C=CCn1c(CCC(=O)O)ccc1-c1ccc(OC)cc1` in the list: 3%, -25%, -1%, 11%, -2, 0
`Oc1ccc(Br)cc1C1Nc2ccccc2S1` (stereo not drawn) in the list: ?, ?, nt, 1%, 30, 17

Part of the list above, in transposed form.
[12] O=C(NCCc1ccccc1)C1CCC(=O)N(CCCN2CCCC2=O)C1 (stereo not drawn)
[44] Cc1cc(C)n2nc(SCC(=O)N(C)C3CCCCC3)nc2n1
[33] CCc1nnc(NC(=O)COC(=O)CN2C(=O)c3ccccc3C2=O)s1
[34] COc1cccc(CNC(=O)CCCn2nc(C)n3c(cc4sccc43)c2=O)c1
[10] O=C(C1CCC1)N1CCCc2cc(S(=O)(=O)N3CCN(c4ccccc4)CC3)ccc21
Compound	12	44	33	34	10
HCV inhibitor	5%	22%	9%	-4%	?
Pf growth 96h	?	?	0%	?	7%
Pf growth 48h	7%	-16%	8%	8%	-14%
FBPA Giardia inh	16%	nt	-5%	nt	4%
Shiga toxin inh	-8	nt	-13	28	-14
Cycloheximide cs	-1	nt	-7	-11	-3
